Bioassay records as filed in PubChem BioAssay.
Giardia kill: Giardia lamblia killing; Giardia lamblia trophozoite viability; activity change, % at 7.66 µM, hits read low; 0.15% of 340,000 active; AID 540267; in the data active means activity change below about -80%; inconclusive means between about -30% and that limit;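 further: parasites exposed to compound for two days anaerobically before the ATP read; on the % scale 0 is the no-effect control and ±100 the full control effect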
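Anaerobic 48 hrs incubation at 37 deg C of 100 trophozoites/well with test compounds; ATPLite 1-Step luminescence, 15-30 min RT, reports cellular ATP as viability.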
Coupling enz: counter-screen for Giardia aldolase inhibitors: coupling enzyme system. coupling enzyme system counterscreen, AmpLite Red fluorescence. activity change, negative = inhibition, % at 58.2 µM, hits read low. 0.67% of 290,000 active; in the data active means activity change below about -30%; further: on the % scale 0 is the no-effect control and ±100 the full control effect
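Counterscreen of the coupled detection system alone, without aldolase: glyceraldehyde-3-phosphate coupling enzymes plus AmpLite Red readout. Compounds at 57.5 uM final, 10 min RT preincubation, 20 min RT reaction, fluorescence 525/598 nm.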
PTAP TSG101 blk: blocks PTAP/TSG101 interaction to inhibit HIV-1 budding | 340,000 tested, under 10 active | Potency, µM (series often up to 115 µM), for the others: at the highest dose activity change, negative = inhibition, usual class: inhibitors | Fluorescence polarization, FITC-PTAP peptide / Tsg101 binding; active means well fitted inhibition curve with a large enough effect in the main read-out, with a control signal flat, not every such curve was filed as active; inconclusive means small, poorly fitted or top-dose-only effect, or effect the other way, or a change in a side signal; inactive means no such curve, though single readings can be large or run the other way; further: potency means the concentration at half of the fitted maximal effect; % of control where 0% means no effect
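Fluorescence anisotropy tracks displacement of a FITC-tagged PTAP peptide (50 nM) from the Tsg101 binding domain (10 uM), following a 20 min room-temperature incubation at pH 7.5.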
ASM inhibitor: inhibitors of human secretory acid sphingomyelinase; P17405; placental ASM, HMU-PC fluorogenic substrate, 60 min; Potency, µM (highest dose often 57.5 µM), without a hit: top-dose activity change, negative = inhibition, actives largely listed as inhibitors; 0.006% of 340,000 active; further: potency means the concentration at half of the fitted maximal effect
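qHTS format. ASM enzyme prepared from human placenta hydrolyses the fluorogenic substrate HMU-PC0 (9 uM final) over 60 min at 37 °C after a 10 min compound preincubation.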
Tb PFK block: inhibitors of T. brucei phosphofructokinase. T. brucei PFK, ADP-Glo luminescence. Potency, µM (highest dose often 57.5 µM), for inactives: at the highest dose activity, negative = inhibition, most hits filed as inhibitors. 0.17% of 330,000 active. O15648. AID 485367;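 further: potency means the concentration at half of the fitted maximal effect; 0% = uninhibited 1x PFK enzyme wells and -100% = no-enzyme wells; nearly all actives have a fitted effect of over 60% in size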
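Activity is normalized to no-enzyme wells (full inhibition) and 1.25 nM enzyme wells (no inhibition). Reaction: 0.5 mM F6P, 0.1 mM ATP, 45 min RT, ADP-Glo luminescence; concentration-response curves fitted and classed by quality.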
BCR signal inh: blocks chronic active B-cell receptor signaling. Potency, µM (titrated, usually from 46.1 µM), for inactives: at the top dose ratio change, negative = lower green/red ratio, actives largely listed as inhibitors. AID 493014. ABC-DLBCL IkBa-CBG/CBR reporter, luminescence ratio, 4 h. 0.05% of 340,000 active; active means well fitted inhibition curve with a large enough effect in the signal ratio, with a control signal flat, not every such curve was filed as active; inconclusive means small, poorly fitted or top-dose-only effect, or effect the other way, or a change in a side signal; the % refers to the signal ratio;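 further: potency means the concentration at half of the fitted maximal effect; plate controls were basal doxycycline-induced cells for no effect and cells given 10 µM MG132 for full effect; MG132 reads +100%, hits lower the ratio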
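Concentration-response series (up to 46 uM) were applied to TMD8 dual-reporter cells for 4 h at 37C with doxycycline. Green/red ratio, after filter-overlap correction, defined %Activity; red signal alone was normalised to basal cells and zero luminescence.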
GALK inh: inhibitors of human galactokinase | Purified GALK, Kinase-Glo residual ATP luminescence | 0.007% of 270,000 active | Potency, µM (doses to about 57.5 µM), for inactives: at the top dose activity change, negative = inhibition, actives largely listed as inhibitors | AID 1868 | P51570; further: potency means the concentration at half of the fitted maximal effect; on the % scale 0 is the no-effect control and ±100 the full control effect
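Luminescence from leftover ATP (Ultra-Glo luciferase/luciferin) served as read-out after a 1 h room-temperature reaction of 5 nM GALK with 35 uM ATP and 100 uM galactose.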
PKM2 act: PKM2 (human) enzyme activation | 0.34% of 260,000 active | P14618 | Potency, µM (series often up to 57.5 µM), without a hit: top-dose activation, actives largely listed as activators | purified PKM2, Kinase-Glo ATP luminescence, activation; response scale: 0% is enzyme alone, no compound; further: potency means the concentration at half of the fitted maximal effect; on the % scale 0 is the no-effect control and ±100 the full control effect; nearly all actives have a fitted effect of over 55% in size
Target sequence (P14618 whole entry, looked up): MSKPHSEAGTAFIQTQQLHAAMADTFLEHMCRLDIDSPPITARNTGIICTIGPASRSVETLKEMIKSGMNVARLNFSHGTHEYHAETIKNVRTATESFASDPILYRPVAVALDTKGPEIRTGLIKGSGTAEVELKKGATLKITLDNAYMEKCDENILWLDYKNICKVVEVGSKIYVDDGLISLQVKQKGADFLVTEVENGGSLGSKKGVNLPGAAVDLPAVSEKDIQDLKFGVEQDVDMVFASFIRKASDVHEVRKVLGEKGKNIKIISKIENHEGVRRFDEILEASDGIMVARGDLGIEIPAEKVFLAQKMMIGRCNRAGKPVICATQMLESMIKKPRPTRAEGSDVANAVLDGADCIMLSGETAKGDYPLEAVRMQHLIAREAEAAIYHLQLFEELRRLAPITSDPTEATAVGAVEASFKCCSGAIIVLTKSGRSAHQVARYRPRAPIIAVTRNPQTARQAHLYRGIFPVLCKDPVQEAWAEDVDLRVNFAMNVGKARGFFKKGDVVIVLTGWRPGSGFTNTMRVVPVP
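Kinase-Glo luminescence reports ATP generated from ADP (0.1 mM) and PEP (0.5 mM) by purified hPK-M2 after 1 h at room temperature, pH 7.2 imidazole buffer; intermediate enzyme activity allows detecting inhibitors and activators.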
Integrin act MD: activators of alpha7 integrin expression for muscular dystrophy; alpha7betagal myoblasts, beta-gal FDG fluorescence, 48 h; Potency, µM (doses to about 38.3 µM), without a hit: top-dose activation, hits mostly activators; 0.064% of 350,000 active;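 further: potency means the concentration at half of the fitted maximal effect; 100% = response of the positive control SU9516; nearly all actives have a fitted effect of over 60% in size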
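Alpha7betagal+/- myoblasts (passage 13) were plated 16-24 hr, then exposed to compounds (1:260 dilution of DMSO stock) for 48 hours at 37C. After MPER lysis, β-galactosidase reporter activity was read as FDG fluorescence (ex 480/em 540) after 30 minutes.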
B2AR arrestin: recruits beta-arrestin to the human beta2-adrenergic receptor | P07550 | beta-arrestin recruitment to beta2AR, cell-based reporter | Potency, µM (top dose mostly 46.1 µM), for inactives: at the top dose activation, usual class: activators | 0.02% of 330,000 active;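 further: potency means the concentration at half of the fitted maximal effect; 0% = DMSO controls and full agonism = EC100 isoproterenol or metaproterenol; nearly all actives have a fitted effect of over 65% in size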
Target sequence (P07550 whole entry, looked up): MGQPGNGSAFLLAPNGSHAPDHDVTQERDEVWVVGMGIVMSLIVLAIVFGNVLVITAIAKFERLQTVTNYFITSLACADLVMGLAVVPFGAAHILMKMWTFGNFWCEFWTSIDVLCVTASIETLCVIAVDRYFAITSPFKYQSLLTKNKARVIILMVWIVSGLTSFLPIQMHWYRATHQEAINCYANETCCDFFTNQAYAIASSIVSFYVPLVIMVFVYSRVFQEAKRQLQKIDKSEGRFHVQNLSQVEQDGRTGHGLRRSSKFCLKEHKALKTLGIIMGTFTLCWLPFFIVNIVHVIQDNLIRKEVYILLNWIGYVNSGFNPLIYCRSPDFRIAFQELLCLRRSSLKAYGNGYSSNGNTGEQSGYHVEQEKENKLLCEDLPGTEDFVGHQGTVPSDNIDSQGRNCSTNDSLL
Menin MLL FP TR: displaces Texas Red mutant MLL peptide from human menin; O00255; Menin + Texas Red MLL mutant peptide, fluorescence polarization; Potency, µM (series often up to 61.6 µM), inactives show at the top dose FP activity change, negative = inhibition, usual class: inhibitors; 0.23% of 270,000 active; AID 1768; active means well fitted inhibition curve with a large enough effect in the polarisation, with a control signal flat, not every such curve was filed as active; inconclusive means small, poorly fitted or top-dose-only effect, or effect the other way, or a change in a side signal; inactive means no such curve, though single readings can be large or run the other way; the % refers to the polarisation; further: potency means the concentration at half of the fitted maximal effect; % of control where 0% means no effect; many of its hits are not listed in these tables
* hit, by the source's call; ? = inconclusive; · = no result given; [ ] = remark or other dose. Unless noted, the call rests on the fitted dose curve; in most records, active means well fitted curve in the direction sought with a large enough effect; inconclusive means small, poorly fitted or top-dose-only effect, or another doubt; inactive means no such curve, though single readings can be large; an effect the other way counts as inactive or inconclusive. Not all compounds are listed; rates above refer to the full screens.

SMILES | Giardia kill | Coupling enz | PTAP TSG101 blk | ASM inhibitor | Tb PFK block | BCR signal inh | GALK inh | PKM2 act | Integrin act MD | B2AR arrestin | Menin MLL FP TR
CC(C)C1CC(CCNCc2ccc3c(c2)OCO3)(c2ccccc2)CCO1 (stereo unspecified) | -1 | -1 | 0% | 1% | 1% | ? | 0% | -3% | -21% | -1.0% | ·
O/N=C(/Cc1ccccn1)c1ccccc1 | -8 | 2 | 1% | 0% | 3% | 3% | -1% | -8% | -41% | -0.6% | -3%
CCCNC(=S)N1CCC(n2cnc3ccccc32)CC1 | 9 | 2 | -3% | 0% | -3% | -2% | -1% | 9% | 11% | -0.3% | 3%
Cc1cc(NO)c(C(C)C)cc1N=O | -2 | -1 | -3% | 1% | 4% | ? | · | 8% | -22% | -2.3% | 19%
Fc1cc(F)c2nc(N3CCCC3)sc2c1 | 2 | 3 | 0% | -2% | -3% | 1% | 8% | 0% | 7% | 0.0% | -18%
CCCN(CC1CC1)C(=S)NC(=O)C1CC1 | 2 | 2 | 6% | 5% | -9% | -1% | 4% | ? | -10% | -1.0% | 1%
Cc1sc(NC(=S)NC(=O)CCc2ccccc2)c(C(N)=O)c1C | -11 | 1 | -4% | 3% | 0% | ? | -2% | 0% | -7% | -0.9% | -2%
CS(=O)(=O)c1ccc(C(=O)CN2C(=O)NC3(CCCc4ccccc43)C2=O)cc1 (stereo unspecified) | -17 | · | 1% | -2% | 1% | ? | · | · | 7% | 0.2% | ·
COc1ccc(CCNCC(O)COc2ccc(OC)cc2C(C)(C)C)cc1 (stereo unspecified) | 12 | -6 | -2% | 1% | -4% | ? | 6% | 4% | -84%[inhibitor] | -1.2% | ?
CCOC(=O)/C(C#N)=C/c1cn(CCC(=O)O)nc1-c1ccc(OC)cc1 | -2 | 10 | 1% | 2% | -3% | 6% | 1% | 3% | 1% | 0.1% | 12%
Fc1ccc(-n2[nH]nnc2=S)cc1N1CCCC1 | 6 | 9 | -5% | 1% | -7% | 1% | 1% | -14% | -20% | -0.1% | ?
CCn1nc(C(=O)Nc2ccccc2N2CCCC2)c2ccccc2c1=O | 26 | · | -6% | -9% | 2% | ? | · | · | 10% | -1.8% | ·
CCNC(=O)C12CCC(C)(C(=O)O1)C2(C)C (stereo unspecified) | 24 | 4 | -5% | 6% | -1% | -3% | 7% | -7% | 0% | 0.5% | 22%
COc1ccc(-c2n[nH]c(C)c2-c2cscn2)c(O)c1 | -10 | 0 | 0% | -2% | -2% | -2% | 7% | 0% | 41% | -0.1% | ·
CCOC(=O)c1ccc(NC(=S)Nc2ccc(Cl)cn2)cc1 | -15 | 1 | -3% | -2% | -6% | ? | -2% | -23% | 10% | -0.5% | -15%
Cc1ccc(SC[C@H](CC(C)C)N2CCN(CCc3ccccc3)CCC2=O)cc1 | -13 | -2 | · | 0% | 16% | ? | -4% | -1% | -15% | -0.2% | ·
Clc1ccc(Cn2ccc(-c3ccc4c(c3)OCO4)n2)cc1Cl | -20 | 0 | 0% | -12% | -14% | 23% | 1% | 2% | 8%[7.66 µM] | -0.1% | 18%
CCN(CC(=O)Nc1cc(S(=O)(=O)N2CCOCC2)ccc1Cl)Cc1ccccc1 | -1 | · | -1% | -1% | 5% | 0% | · | · | -31% | -0.1% | ·
Cc1ccc(-n2ncc3c2CC(C)(C)CC3NC(=O)CCCN2CCCCC2=O)cc1 (stereo unspecified) | 2 | · | -7% | 1% | 1% | -9% | -5% | · | -18% | -0.1% | ·
CCC(=O)NC(Nc1cc(C)ccn1)(C(F)(F)F)C(F)(F)F | -6 | -9 | -7% | -2% | 5% | -33% | -1% | 6% | -12% | -1.5% | -2%
Cc1nc(NC(=O)COC(=O)C(NC(=O)c2ccco2)C(C)C)c(Cl)cc1Cl (stereo unspecified) | -16 | 1 | -1% | 6% | 26% | 0% | -1% | 0% | -22% | 0.2% | 3%
Cc1cc(CN(C)Cc2cn(C)nc2-c2ccc(Oc3ccccc3)cc2)on1 | 17 | 1 | -3% | 7% | -3% | 5% | 5% | 1% | 0% | -0.3% | ·
O=C(NCc1ccccc1)C1CCCN1C(=O)Nc1ccccc1[N+](=O)[O-] (stereo unspecified) | -12 | 0 | -1% | -1% | -1% | ? | -2% | -4% | 13% | -0.7% | 1%
Cc1nnc(NC(=O)C2C3C=CC(O3)C2C(=O)O)s1 (stereo unspecified) | · | -1 | · | · | -6% | 19% | -1% | 3% | · | -0.4% | -4%
Cn1c(N)c(C(=O)COC(=O)c2cccs2)c(=O)n(C)c1=O | 7 | -1 | -4% | -3% | -5% | 13% | 0% | -3% | -3% | -0.2% | 31%
O=C(CCC(=O)Nc1cc(C(F)(F)F)ccc1Cl)N/N=C\c1cc([N+](=O)[O-])ccc1O | -6 | -2 | -5% | -4%[11.5 µM] | 10% | 0% | -2% | · | -38% | 0.1% | ?
COc1ccc(Cn2nnnc2C(CC(C)C)N2CCN(c3ccccc3)CC2)cc1 (stereo unspecified) | -21 | 1 | -4% | -7% | -1% | ? | 1% | -7% | -6% | -0.2% | -16%
CC1N(C(=O)N2CCOCC2)CCN1S(=O)(=O)c1cccc(C(F)(F)F)c1 (stereo unspecified) | -1 | -1 | 1% | 10% | -8% | ? | -4% | · | 1% | -0.4% | 23%
O=C(NC1CCC(O)CC1)c1ccc(NS(=O)(=O)c2cccc([N+](=O)[O-])c2)cc1 (stereo unspecified) | -7 | · | 2% | 3% | 1% | -7% | · | · | 11% | -0.1% | ·
O=C(CCCN1C(=O)c2ccccc2C1=O)Nc1ccc(Br)cn1 | -18 | 2 | -6% | 0% | 13% | 13% | 1% | 0% | -5% | -0.1% | ?
Cc1ccc(C2/C(=C(/O)c3ccccc3)C(=O)C(=O)N2CCN2CCOCC2)o1 (stereo unspecified) | 16 | -6 | -3% | 1% | 1% | -4% | -6% | 1% | -36% | -0.5% | -13%
CCOC(=O)c1ccc(NC(=O)COc2ccc(-n3cnnn3)cc2)cc1 | 8 | -1 | 1% | -3% | -27% | 11% | 2% | -9% | -16% | -0.3% | ?
O=C(Nc1cccc(S(=O)(=O)N2CCOCC2)c1)c1cccc(S(=O)(=O)N2CCCC2)c1 | 0 | · | -6% | -2% | -3% | -12% | · | · | -13% | 0.5% | ·
CN(C(=O)CSc1nc(-c2cccs2)nc2ccccc12)C1CCS(=O)(=O)C1 (stereo unspecified) | 13 | · | -4% | 8% | 0% | 1% | · | · | -23% | -0.5% | ·
CCc1cc2c(=O)n(Cc3ccco3)c(SCC(=O)N3CCCc4ccccc43)nc2s1 | 4 | 0 | -2% | -7% | 1% | ? | 10% | 21% | -28% | 0.0% | 0%
O=C1N(c2ccccc2C(F)(F)F)O[C@]1(c1ccccc1)C1CCCC1 | 1 | · | 3% | -8% | 0% | 3% | · | · | 13% | 0.2% | ·
COc1ccc(N(CC(=O)NCc2ccccn2)S(=O)(=O)c2ccccc2[N+](=O)[O-])c(OC)c1 | -27 | 0 | 0% | -1% | 0% | 1% | 0% | 5% | -3% | 0.0% | -5%
CCOC(=O)C1=C(C)NC(=S)NC1c1cc(C)sc1C (stereo unspecified) | 20 | 17 | -6% | 2% | 0% | -1% | -3% | 2% | 13% | 0.2% | -10%
CC[C@]1(C(=O)OC)[C@H]2C(=O)N(Cc3ccccc3)C(=O)[C@H]2[C@H]2CN(C)C(=NC)N21 | 3 | · | 0% | 0% | 0% | -2% | · | · | 12% | -0.5% | ·
CC(C)CN(C(=O)CN1C(=O)NC2(CCc3ccccc32)C1=O)C1CCS(=O)(=O)C1 (stereo unspecified) | 33[activator] | · | 1% | 11% | -8% | 6% | · | · | 7% | 0.0% | ·
c1ccc(SCc2cc(-c3ccccc3)no2)cc1 | -11 | 2 | -1% | 11% | 0% | ? | 0% | 0% | 11% | 0.5% | 20%
Cc1cc(C)cc(NC(=O)COC(=O)COc2cccc3c2OC(C)(C)C3)c1 | 10 | · | -4% | 0% | -6% | -11% | · | · | 2% | -0.8% | ·
CCOc1ccccc1CN1C(=O)NC(C)(c2ccccc2)C1=O (stereo unspecified) | 3 | -1 | -7% | 2% | 2% | 0% | 12% | 5% | 11% | -0.2% | -4%
O=C(Nc1ccc(Cl)cc1)C1C2CCC3C(CCC21)C3(Cl)Cl (stereo unspecified) | -19 | -1 | -2% | -3% | -4% | 18% | 3% | 6% | 9% | -0.8% | ?
